HCV inh = blocks hepatitis C virus; Huh7.5.1 HCVcc-Cre infection, luciferase reporter, 44 h; Potency, µM (highest dose often 41.8 µM), without a hit: at the highest dose activity change, negative = inhibition, usual class: inhibitors; actives 3.4% (n = 340,000); AID 651820; further: potency means the concentration at half of the fitted maximal effect
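Infectious HCV cell culture screen: compound-treated cells (1,000/well, pre-plated 4 h) are infected with HCVcc-Cre at roughly 0.5 moi and grown 44 h. Infection is quantified by luciferase signal after 15 min substrate incubation at room temperature.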
AmpC detergent = inhibitors of E. coli AmpC beta-lactamase with detergent. P00811. AmpC hydrolysis of nitrocefin, absorbance 480 nm, 0.01% Triton. Potency, µM (highest dose often 114 µM), for the others: at the highest dose activity change, negative = inhibition, actives largely listed as inhibitors. actives 0.041% (n = 370,000);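 further: potency means the concentration at half of the fitted maximal effect; 0% = no-compound wells and -100% = no-enzyme wells; nearly all actives have a fitted effect of over 25% in size; some results filed as inactive show a strong effect at the top dose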
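AmpC (5.3 nM in the dispensed reagent) in 20 mM phosphate pH 7.0 with 0.01% (detergent screen) or 0.0001% Triton X-100 was preincubated with compounds for 15 min at room temperature. Nitrocefin was then added from an 800 uM solution, and hydrolysis was followed at 480 nm.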
AMA1-RON2 inh = disrupts binding of P. falciparum AMA1 to RON2 | AlphaScreen AMA1-biotinylated RON2 peptide binding | Potency, µM (series often up to 58.2 µM), inactives show at the top dose activity change, negative = inhibition, actives largely listed as inhibitors | actives 0.2% (n = 360,000);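 further: potency means the concentration at half of the fitted maximal effect; 0% = vehicle wells and -100% = peptide control; nearly all actives have a fitted effect of over 45% in size; some results filed as inactive show a strong effect at the top dose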
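AMA1 (3D7) with his tag at 25 nM final met compounds first, then biotinylated RON2 peptide at 25 nM; detection used donor plus acceptor beads, 10 µg/mL apiece, read by AlphaScreen after 30 min at room temperature.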
HCMV inh = blocks human cytomegalovirus replication; HFF cells, HCMV-luciferase reporter, 72 h; active compounds read low; activity change, negative = inhibition, % at 57.5 µM; actives 4.5% (n = 410,000); AID 1259415; in the data active means activity change below about -60%; inconclusive means no clear call, values can overlap the other calls; inactive means above about -39%
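Inhibition of viral replication was scored as loss of reporter luminescence in HFFs infected with HCMV-luciferase (MOI 1 PFU/cell) for 72 h; compounds tested at 2 doses, normalized to buffer and Salinomycin controls.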
Sm TGR block = inhibitors of Schistosoma mansoni thioredoxin glutathione reductase | AID 485364 | Q962Y6 | purified TGR, DTNB reduction, TNB absorbance 405 nm | actives 3% (n = 360,000) | Potency, µM (top dose mostly 114 µM), without a hit: at the top dose activity change, negative = inhibition, usual class: inhibitors; further: potency means the concentration at half of the fitted maximal effect; nearly all actives have a fitted effect of over 60% in size
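First, TGR (20 nM dispensed) and NADPH were mixed with compound. Second, a 15 min room-temperature incubation followed. Third, further NADPH and then DTNB were added to start the reaction. Finally, TNB absorbance was monitored kinetically.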
FBPA Giardia inh = inhibitors of Giardia lamblia fructose-1,6-bisphosphate aldolase. purified Giardia FBPA. Potency, µM (series often up to 59.6 µM), without a hit: top-dose activity, negative = inhibition, most hits filed as inhibitors. actives 0.71% (n = 290,000); further: potency means the concentration at half of the fitted maximal effect; nearly all actives have a fitted effect of over 55% in size
Target sequence (A8B2U2 whole entry, looked up): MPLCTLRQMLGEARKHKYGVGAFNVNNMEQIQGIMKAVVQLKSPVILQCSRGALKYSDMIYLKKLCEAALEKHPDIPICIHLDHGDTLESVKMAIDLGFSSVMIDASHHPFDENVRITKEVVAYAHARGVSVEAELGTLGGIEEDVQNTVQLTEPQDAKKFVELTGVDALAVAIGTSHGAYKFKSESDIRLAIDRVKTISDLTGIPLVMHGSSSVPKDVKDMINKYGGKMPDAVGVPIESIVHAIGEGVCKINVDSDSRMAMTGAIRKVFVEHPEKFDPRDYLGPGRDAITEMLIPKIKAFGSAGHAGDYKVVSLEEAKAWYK
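Giardia FBPA (40 nM reagent) was preincubated 10 min at RT with compound (up to 57.5 uM final), then substrate plus GAPDH/TPI/NAD/arsenate coupling system with diaphorase/resazurin was added; resorufin fluorescence (525/598 nm) was read after 20 min.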
An asterisk follows results filed as active; ? = inconclusive; . = no result given; & = joins results of further samples; [ ] = remark or other dose. Unless noted, the call rests on the fitted dose curve; in most records, active means well fitted curve in the direction sought with a large enough effect; inconclusive means small, poorly fitted or top-dose-only effect, or another doubt; inactive means no such curve, though single readings can be large; an effect the other way counts as inactive or inconclusive. Unless noted, on the % scale 0 is the no-effect control and ±100 the full control effect.

Labels used below – A = HCV inh; B = AmpC detergent; C = AMA1-RON2 inh; D = HCMV inh; E = Sm TGR block; F = FBPA Giardia inh
CCC[C@H](N[C@@H](C)C(=O)N1[C@H](C(=O)O)C[C@@H]2CCCC[C@@H]21)C(=O)OCC
  A: 7%	B: ?	C: -7%	D: ?	E: -11%	F: .
c1ccc2c(CC3=NCCN3)cccc2c1
  A: 1%[8.37 µM]	B: -7%	C: -5%	D: 58	E: -1%	F: -8%
Nc1ccc(C(=O)Nc2ccccc2N)cc1
  A: 21%	B: -8%	C: 16%	D: 55	E: -12%	F: 9%
CC1(C)OC2CC3C4CC(F)C5=CC(=O)C=CC5(C)C4(F)C(O)CC3(C)C2(C(=O)CO)O1 (stereo not given)
  A: 15%	B: -7%	C: 8%	D: 38	E: 18%	F: 6%
COc1c(O)cc2c(c1O)C1OC(CO)C(O)C(O)C1OC2=O (stereo not given)
  A: 17%	B: 0%	C: 0%	D: 7	E: 0%	F: .
Cc1onc(-c2ccccc2Cl)c1C(=O)N[C@@H]1C(=O)N2[C@@H]1SC(C)(C)[C@@H]2C(=O)O
  A: 8%&-72%	B: 0.35µM*	C: 14%&0%	D: ?	E: -3%	F: .
C=C1c2cccc(O)c2C(=O)C2C(=O)[C@]3(O)C(=O)C(C(N)=O)C(=O)[C@@H](N(C)C)[C@@H]3[C@@H](O)[C@H]12 (stereo not given in full)
  A: 1%	B: .	C: 0.89µM*	D: 29	E: .	F: .
CC(C)=CC(=O)O[C@@H]1Cc2cc3ccc(=O)oc3cc2OC1(C)C
  A: 3.2µM*	B: -4%	C: 6%	D: 8	E: -2%	F: .
Cc1nc2c3ccccc3nc(NNC(=O)CCC(=O)N3CCN(c4cc(Cl)ccc4C)CC3)n2n1
  A: .	B: -10%	C: .	D: -7	E: -3%	F: .
NS(=O)(=O)c1cc2c(cc1C(F)(F)F)NC(Cc1ccccc1)NS2(=O)=O (stereo not given)
  A: -25%[8.37 µM]	B: -5%	C: -2%	D: -39	E: 2%	F: -5%&10%
Cc1nc2c3ccccc3nc(NNC(=O)CCC(=O)N3CCN(c4ccccc4)CC3)n2n1
  A: 18%	B: -5%&-2%	C: 2%	D: 0&-5	E: -23%&-1%	F: .

8 entries from above, sorted by count of non-hydrogen atoms, rising.
Labels used below – A = HCV inh; B = AmpC detergent; C = AMA1-RON2 inh; D = HCMV inh; E = Sm TGR block; F = FBPA Giardia inh
c1ccc2c(CC3=NCCN3)cccc2c1
  A: 1%[8.37 µM]	B: -7%	C: -5%	D: 58	E: -1%	F: -8%
Nc1ccc(C(=O)Nc2ccccc2N)cc1
  A: 21%	B: -8%	C: 16%	D: 55	E: -12%	F: 9%
CC(C)=CC(=O)O[C@@H]1Cc2cc3ccc(=O)oc3cc2OC1(C)C
  A: 3.2µM*	B: -4%	C: 6%	D: 8	E: -2%	F: .
CCC[C@H](N[C@@H](C)C(=O)N1[C@H](C(=O)O)C[C@@H]2CCCC[C@@H]21)C(=O)OCC
  A: 7%	B: ?	C: -7%	D: ?	E: -11%	F: .
NS(=O)(=O)c1cc2c(cc1C(F)(F)F)NC(Cc1ccccc1)NS2(=O)=O (stereo not given)
  A: -25%[8.37 µM]	B: -5%	C: -2%	D: -39	E: 2%	F: -5%&10%
Cc1onc(-c2ccccc2Cl)c1C(=O)N[C@@H]1C(=O)N2[C@@H]1SC(C)(C)[C@@H]2C(=O)O
  A: 8%&-72%	B: 0.35µM*	C: 14%&0%	D: ?	E: -3%	F: .
C=C1c2cccc(O)c2C(=O)C2C(=O)[C@]3(O)C(=O)C(C(N)=O)C(=O)[C@@H](N(C)C)[C@@H]3[C@@H](O)[C@H]12 (stereo not given in full)
  A: 1%	B: .	C: 0.89µM*	D: 29	E: .	F: .
Cc1nc2c3ccccc3nc(NNC(=O)CCC(=O)N3CCN(c4ccccc4)CC3)n2n1
  A: 18%	B: -5%&-2%	C: 2%	D: 0&-5	E: -23%&-1%	F: .

Assay outcomes: PubChem BioAssay, National Center for Advancing Translational Sciences (NCATS)

Some of the compounds tested; the hit share may differ from the screen's.
